# Screening data: PubChem BioAssay, several laboratories
# Hsp70 activator – transcriptional activators of Hsp70 | activation, % at 10 µM | HeLa Hsp70 promoter luciferase reporter, luminescence; scaled: vehicle 0, proteasome-inhibitor control 100% | AID 1203 | hit rate 0.04% among 200,000;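 active = activation above the mean across all tested compounds plus 3 SD, cutoff set per campaign, cut at about 5.5% in these data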;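 also: 100% = MG132 at 30 µM as the positive control and 0% = DMSO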
# TLR4 MyD88 comp – inhibitors of human TLR4-MyD88 binding. O00206+Q99836. inhibition, % at 8.4 µM. hit rate 0.18% among 200,000. HeLa CL3-4 TLR4/MyD88 BLA complementation, FRET ratio; in the data active = inhibition above about 25%;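 also: 0% = vehicle and 100% = reference inhibitor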
# PMI activator – increases human mannose-6-phosphate isomerase activity; P34949; purified human PMI, coupled resazurin fluorescence, 20 min; active compounds read high; 1 = vehicle control, 0 substrate-free wells; activation factor at 20 µM; hit rate 0.005% among 190,000;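 active = activation factor of 2 or more at 20 µM, relative to plate controls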
# Target sequence (P34949 whole entry, looked up): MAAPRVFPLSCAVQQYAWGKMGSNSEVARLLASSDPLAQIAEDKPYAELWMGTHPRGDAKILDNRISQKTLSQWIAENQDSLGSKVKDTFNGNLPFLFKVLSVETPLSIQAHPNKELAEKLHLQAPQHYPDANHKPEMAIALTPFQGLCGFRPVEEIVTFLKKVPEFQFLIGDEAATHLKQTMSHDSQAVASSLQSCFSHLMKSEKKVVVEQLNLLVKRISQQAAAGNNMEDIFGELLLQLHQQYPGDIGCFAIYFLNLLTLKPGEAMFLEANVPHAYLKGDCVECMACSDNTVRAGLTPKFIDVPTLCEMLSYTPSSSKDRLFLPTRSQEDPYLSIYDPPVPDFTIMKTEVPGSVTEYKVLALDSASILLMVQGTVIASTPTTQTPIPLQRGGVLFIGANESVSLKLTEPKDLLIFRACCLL
# G6PDH CS – counter-screen for G6PDH assay hits: L. mesenteroides G6PDH inhibition; hit rate 0.12% among 200,000; Purified L. mesenteroides G6PDH, diaphorase/resazurin coupled fluorescence, 45 min; inhibition, % at 5 µM
# DTT redox prof – compounds producing H2O2 with reducing agent – biochemical, NIH compound library profiling, artefact control for MLSCN library redox annotation, primary screen; activation, % at 10 µM; DTT-dependent redox cycling H2O2, phenol red/HRP absorbance; 100% = 100 µM peroxide control, 0% = buffer; hit rate 0.03% among 200,000; AID 878;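 active = activation of at least 50% relative to the plate's high and low controls in the primary single-dose screen; inactive = activation below 50%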;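 also: compound incubated with DTT at 0.8 mM final as the reducing agent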
# S1P3 antagonist – S1P3 (human) receptor antagonism. Q99500. CHO S1P3 NFAT-BLA reporter, FRET fluorescence, antagonist mode. inhibition, % at 4.98 µM. hit rate 0.27% among 170,000;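 active = inhibition above the plate cutoff, the mean inhibition of test wells on that plate plus 3 SD, cut at about 28% in these data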;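 also: cells challenged with S1P at its EC80 of 0.8 µM; blue over green emission ratio from cleaved BLA substrate after 4 h stimulation; 0% = S1P-stimulated wells and 100% = unstimulated DMSO-only wells; some compounds past the cut are filed as inactive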
# Target sequence (Q99500 whole entry, looked up): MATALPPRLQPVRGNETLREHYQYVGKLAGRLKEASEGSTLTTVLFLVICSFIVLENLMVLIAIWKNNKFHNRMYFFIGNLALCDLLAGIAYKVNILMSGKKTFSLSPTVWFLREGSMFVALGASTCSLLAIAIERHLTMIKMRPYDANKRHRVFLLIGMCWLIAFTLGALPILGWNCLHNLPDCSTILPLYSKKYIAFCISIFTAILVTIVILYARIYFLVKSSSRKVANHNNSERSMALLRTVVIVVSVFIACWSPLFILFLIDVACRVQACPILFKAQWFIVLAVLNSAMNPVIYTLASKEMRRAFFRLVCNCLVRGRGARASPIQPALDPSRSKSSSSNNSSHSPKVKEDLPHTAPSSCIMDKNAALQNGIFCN
# Diaphorase act – diaphorase activation or chemical reduction counter-screen; Diaphorase/resazurin coupled assay, resorufin fluorescence, 16 min; active compounds read high; 1 = vehicle wells, 0 = NADH-free wells; activation factor at 20 µM; hit rate 0.005% among 190,000;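 active = diaphorase activity raised at least twofold by the compound at 20 µM; inactive = activation factor below 2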
#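 test system = bacterial diaphorase enzyme (C. kluyveri) | quantity = enzyme 0.07 U/mL final | reagent = NADH substrate 0.114 mM plus resazurin dye 0.1 mM, final | incubation = 16 min enzyme reaction, ambient temperature | buffer or medium = HEPES pH 7.4 buffer with MgCl2 and Tween 20 | signal = fluorescence of resorufin, 544 nm excitation, 590 nm emission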
# PMI act hi M6P – increases human PMI activity with near-saturating mannose 6-phosphate. P34949. coupled PMI enzyme assay, resazurin fluorescence, 20 min; active compounds read high; 1 = untreated enzyme, 0 = substrate-free blank. hit rate 0.34% among 190,000. activation factor at 20 µM;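 active = activation factor of 2 or more at 20 µM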
#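 Material: human phosphomannose isomerase with PGI, G6PDH, diaphorase coupling enzymes. Quantity: 15 ng/mL PMI. Medium: HEPES pH 7.4 buffer with MgCl2 and Tween-20. Reagent: Near-saturating mannose-6-phosphate, 1.0 mM. Compound: 20 µM single dose. Times: enzyme reaction with compound 20 min at room temperature. Detection: resorufin fluorescence at Ex 544/Em 590 nm.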
# Lmaj promast – Leishmania major promastigote growth inhibition. Leishmania major promastigotes, resazurin fluorescence viability. inhibition, % at 10 µM. hit rate 9% among 200,000. AID 1063;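 also: promastigotes grown with compound for 44 hours at 28 °C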
# Diaph inh CS – counter-screen for diaphorase-based assays: diaphorase inhibitors and chemical oxidizers | diaphorase resazurin-to-resorufin fluorescence, NADH, 16 min; bacterial (C. kluyveri) enzyme, not human | inhibition, % at 20 µM | hit rate 0.69% among 190,000;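 active = primary screen inhibition at 20 µM above a set limit, cut at about 50% in these data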;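 also: plate controls were DMSO with full reaction for no effect and wells lacking NADH for full effect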
#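 Assay system: diaphorase enzyme from Clostridium kluyveri; Input: enzyme working solution with 0.14 U/mL diaphorase; Timing: 16 min at room temperature; Technique: resorufin fluorescence, excitation 544 nm, emission 590 nm; Benchmarks: positive control minus NADH, DMSO neutral control.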
# RAM inhibit – blocks the yeast RAM network. inhibition, % at 50 µM. AID 868. S. cerevisiae dse1pr::URA3 reporter, 5-FOA growth OD615, 2 d; analog-sensitive cbk1-as2 kinase mutant strain. hit rate 1.8% among 190,000;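 active = inhibition above a set limit, 3 SD over mean compound inhibition, cut at about 8.4% in these data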;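 also: 0% = DMSO-only wells with no growth and 100% = 10 µM 1-NA-PP1 full growth; inhibition rescues growth on 5-FOA so higher OD means more RAM inhibition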
# An asterisk follows results filed as active; nt = no result given. Rule as the data show it, unless noted: active = inhibition above about 50%; inactive = the rest. An unsorted share of the library (roughly 12% active in at least one column).
SMILES	Hsp70 activator	TLR4 MyD88 comp	PMI activator	G6PDH CS	DTT redox prof	S1P3 antagonist	Diaphorase act	PMI act hi M6P	Lmaj promast	Diaph inh CS	RAM inhibit
Cc1cc(C)n(-c2nc(-c3cccc(Cl)c3)cs2)n1	0.0	10	0.9	-3	-4.0	-10	0.8	0.9	2	23	7.0
c1ccc2c(NCCCN3CCOCC3)c3ccccc3nc2c1	1.0	-6	0.9	10	-0.5	-13	0.9	0.9	100*	8	1.2
Cc1ccc(S(=O)(=O)ON2C(=O)c3ccccc3C2=O)c(C)c1	0.0	-17	1	-5	0.3	-9	0.9	1.2	-8	9	-1.7
CCCCCCCCNC(=O)/C(C#N)=C/c1ccc(SC)cc1	0.3	1	0.9	5	0.8	8	0.8	0.8	1	22	12*
O=C1CN(C(=O)CC2c3ccccc3-c3ccccc32)CC(=O)N1	0.4	-3	0.9	-8	2.6	15	0.8	0.9	-5	18	-0.7
COc1ccc(-c2nc(=S)c3ccc4ccccc4c3[nH]2)cc1	-0.3	-16	1.7	0	-2.4	3	0.9	2.3*	-10	9	4.4
Cc1ccc2c(C)nc(NC3=NCN(Cc4ccccc4)CN3)nc2c1	nt	nt	0.8	-3	nt	0	0.9	0.9	nt	13	nt
Cn1c(=O)c(C(=O)CCl)c(N)n(CC2CC2)c1=O	0.0	-10	1.1	11	-0.2	-30	1	1.2	21	1	0.1
O=C(COC(=O)c1cn(-c2ccccc2)nc1-c1ccccc1)c1cccc([N+](=O)[O-])c1	-0.2	6	1	5	-4.2	nt	0.9	1	0	8	3.0
O=C(COC(=O)c1ccc2c(c1)OCO2)Nc1ccccc1	-0.2	-2	1	-6	-0.2	-30	0.9	1	6	12	1.5
Cc1ccc(NC(=S)N(CCCN2CCC(C)CC2)Cc2ccco2)cc1C	-0.3	-14	1	3	0.6	-7	0.9	0.9	82*	8	0.8
Cn1nnnc1SCC(=O)N(C1CCCCC1)C1CCCCC1	-0.3	-5	1	3	-1.9	-11	0.9	0.9	3	14	3.0
O=C(COC(=O)c1n[nH]c(=O)c2ccccc12)c1ccc(Cl)cc1	-0.3	-4	1	3	-6.5	nt	1	0.9	-8	2	3.7
Cc1ccc(C(=O)c2cccc(N)c2)cc1C	-0.6	-26	1	-5	-0.5	-4	0.9	0.9	-5	14	-0.1
Nc1nc(-c2ccccc2)cc(N2CCCCC2)n1	0.0	-11	1	5	3.0	3	1	1	4	4	1.3
Cc1ccc(-n2c3c(cc(C(=O)O)c2=O)C(=O)CC(C)(C)C3)cc1	0.4	-3	0.9	11	-3.5	nt	0.9	1	0	8	0.2
O=C(CNC(=S)NC(=O)c1cccc([N+](=O)[O-])c1)c1ccccc1	-0.1	4	0.9	2	-0.4	-11	1	1	-3	3	2.4
C=CCn1c(C(C)NC(=O)CCC)nc2ccccc21 (stereo unspecified)	-0.3	-14	1.1	12	-0.7	nt	1	1.1	-5	2	-0.1
COc1cccc(CN(c2ccc3c(c2)CCC3)S(=O)(=O)c2ccc(-n3cnnn3)c(OC)c2)c1	-0.2	12	0.9	-8	0.0	16	0.9	1	66*	6	5.7
CCSc1nc(O)c(C2OC(=O)c3c2ccc(OC)c3OC)c(=O)n1-c1ccccc1 (stereo unspecified)	-0.3	-2	1.1	4	0.1	nt	0.8	1.1	-6	17	-0.2
O=C(CSc1ccc(-c2ccncc2)nn1)N1CCCCC1	-0.3	4	1	0	0.4	5	0.8	0.9	-5	16	1.6
CC(C)(C)c1ccc(C(=O)N2CCC(C(=O)NCC3CCCO3)CC2)cc1 (stereo unspecified)	-0.1	-17	0.9	0	4.1	-2	0.9	0.9	5	10	0.7
COc1ccccc1-n1c(SCC(=O)Nc2ccccc2C)nc(O)cc1=O	0.0	-1	1.1	3	-0.1	-5	0.9	0.9	-9	13	2.4
Cc1cc(C)nc(Sc2ccc([N+](=O)[O-])cc2[N+](=O)[O-])n1	-0.3	-5	1	-7	0.3	-19	0.8	1	87*	19	3.3
CCOc1ccc(Nc2nc(Cc3nnc(SCC(=O)O)o3)cs2)cc1	-0.2	-1	0.9	3	-1.0	10	0.8	0.8	-3	24	1.2
COc1cccc(-n2nc(C(=O)N3CCN(Cc4ccccc4)CC3)c3ccccc3c2=O)c1	0.1	-9	0.9	8	-0.7	-8	0.8	0.9	-6	20	-0.7
CCn1c2ccccc2c2cc(NC(=O)c3cccc(OC)c3OC)ccc21	0.1	-12	0.9	-8	1.7	13	0.9	1	3	12	4.5
O=C1c2ccccc2C(=O)N1Cc1nc2ccccc2o1	-0.2	5	1	3	-0.1	-1	1	1	-1	3	0.9
COc1ccc(N2CCN(C(=S)Nc3cccc(C)c3C)CC2)cc1	0.0	8	0.7	4	2.9	nt	1	0.9	-5	2	10*
Cc1ccc(NC(=S)N(Cc2cccs2)Cc2cc3cc(C)cc(C)c3[nH]c2=O)cc1	-0.3	5	1	-9	1.4	-12	1	1.1	95*	4	8.2
CS(=O)(=O)c1ccc2nc(N)sc2c1	-0.1	-3	0.9	4	-0.4	0	0.9	0.9	-9	9	1.7
COc1cccc(NC(=O)Cc2ccc(C)cc2)c1	-0.1	3	1.1	1	0.1	nt	1	1	8	3	1.1
COCn1ccnc1C(O)(c1ccc(OC)cc1)c1ccc(OC)cc1	-0.4	-3	1	5	0.4	-2	0.9	1	-10	8	2.0
CC1=C(C#N)C(/C=N/OCc2ccc(F)cc2Cl)CC(=O)N1 (stereo unspecified)	-0.1	-9	1.1	9	-0.8	-2	1.1	1	5	-8	1.9
CC1(C)Cc2nc3nc(SCC(=O)Nc4ccccc4)nc(N)c3cc2CO1	0.1	-12	0.9	2	0.4	14	0.9	0.9	16	8	3.1
c1cnc2c(OCc3cn4cccnc4n3)cccc2c1	0.0	22	0.9	8	0.2	nt	1	0.9	-3	-3	2.6
COc1ccc(/C=N/NC(=O)c2ccc(COCC(F)(F)C(F)F)cc2)cc1	-0.2	-25	1.1	0	0.1	8	1	1	-4	4	2.5
O=C(c1ccco1)N(CCCN1CCOCC1)c1nc(-c2ccc(F)cc2)cs1	0.1	2	0.9	0	0.7	51	0.9	1	21	12	-0.4
CCc1ccccc1NC(=O)Nc1cccn(Cc2ccc(F)cc2)c1=O	-0.2	-2	0.9	7	-0.4	1	0.8	0.9	0	16	2.4
CC(C)CN1CCN(Cc2cccc3ncccc23)CC1CCO (stereo unspecified)	-0.6	10	1	3	-0.8	2	1	1	-6	2	0.6

# Arranged by count of non-hydrogen atoms (ascending): some entries from above.
SMILES	Hsp70 activator	TLR4 MyD88 comp	PMI activator	G6PDH CS	DTT redox prof	S1P3 antagonist	Diaphorase act	PMI act hi M6P	Lmaj promast	Diaph inh CS	RAM inhibit
c1cnc2c(OCc3cn4cccnc4n3)cccc2c1	0.0	22	0.9	8	0.2	nt	1	0.9	-3	-3	2.6
CCc1ccccc1NC(=O)Nc1cccn(Cc2ccc(F)cc2)c1=O	-0.2	-2	0.9	7	-0.4	1	0.8	0.9	0	16	2.4
Cc1ccc(NC(=S)N(Cc2cccs2)Cc2cc3cc(C)cc(C)c3[nH]c2=O)cc1	-0.3	5	1	-9	1.4	-12	1	1.1	95*	4	8.2

# (further entries)
SMILES	Hsp70 activator	TLR4 MyD88 comp	PMI activator	G6PDH CS	DTT redox prof	S1P3 antagonist	Diaphorase act	PMI act hi M6P	Lmaj promast	Diaph inh CS	RAM inhibit
COC(=O)C(NC(=O)c1ccccc1)=C1C=C(C)OC(C)=C1	-0.5	-12	0.9	12	-2.3	-8	0.9	0.9	-3	9	0.6
COc1ccc(-c2cc(C(=O)NC(C)C)no2)cc1	0.1	-4	1	9	0.0	nt	0.8	1	-1	15	0.3
Fc1ccc(NC(=S)NNc2ncc(C(F)(F)F)cc2Cl)c(F)c1	-0.3	14	1.1	-1	-0.7	-11	1.1	1.1	9	-10	0.5
COc1ccccc1-n1cnc(N)c1C(=O)c1ccccc1	-0.2	12	0.9	3	0.3	-5	1	1	5	1	1.8
CCc1ccc(N(C)S(=O)(=O)c2ccc3[nH]cc(C(=O)NCCN4CCOCC4)c(=O)c3c2)cc1	-0.3	8	0.9	10	0.0	nt	0.9	1	-8	8	2.9
Cc1cc(NN)nc(NS(=O)(=O)c2ccccc2)n1	-0.2	6	0.9	16	-0.3	-13	1	0.9	-7	4	-0.2
CCOC(=O)c1cc(C#N)c(NCc2ccccc2)nc1C	0.4	-11	1.1	7	1.1	3	0.9	1	-2	10	5.5
O=C(CCCCCn1c(=S)[nH]c2ccccc2c1=O)N1CCOCC1	-0.2	3	0.9	6	1.3	nt	0.8	0.9	0	21	2.2
NC(=O)c1nc(N2CCOCC2)nc(N2CCOCC2)n1	-0.4	4	0.9	16	-0.3	16	0.9	0.9	-7	6	2.3
O=C(Nc1ccc2ccccc2c1)c1cnccn1	-0.1	12	0.9	5	1.5	-6	0.9	0.9	2	6	2.5
CCOc1cc(N2CCOCC2)c(OCC)cc1NC(=O)C(C)(C)C	0.1	-19	0.9	4	0.3	-15	0.8	0.7	-6	17	-0.1
COc1ccc2cc3cc(C(=O)NCCCN4CCOCC4)oc3nc2c1	0.0	-2	0.9	14	2.4	12	1	0.9	98*	0	-1.1
Oc1ccccc1C=Nc1ccccc1-c1nc2ccccc2[nH]1	0.2	2	0.7	-9	0.8	-3	0.8	0.8	6	22	1.2
O=C(OCC(=O)c1c[nH]c2ccccc12)c1cccc(O)c1	-0.4	-10	1	6	-0.3	-2	0.8	1	29	16	0.9

# Limited to RAM inhibit, Diaphorase act and PMI act hi M6P, for 5 of the compounds above:
Structure,RAM inhibit,Diaphorase act,PMI act hi M6P
O=C(COC(=O)c1n[nH]c(=O)c2ccccc12)c1ccc(Cl)cc1,3.7,1,0.9
COc1cccc(NC(=O)Cc2ccc(C)cc2)c1,1.1,1,1
O=C(CCCCCn1c(=S)[nH]c2ccccc2c1=O)N1CCOCC1,2.2,0.8,0.9
Cn1c(=O)c(C(=O)CCl)c(N)n(CC2CC2)c1=O,0.1,1,1.2
Cc1cc(C)nc(Sc2ccc([N+](=O)[O-])cc2[N+](=O)[O-])n1,3.3,0.8,1
